From PubChem BioAssay
HTT cytoprotect: cytoprotection in Huntington HTT-Q103 PC12 cell model; PC12 HTT-Q103 induced, cytoprotection, ATP luminescence, 40 h; Potency, µM (doses to about 56.4 µM), without a hit: cytoprotection (ATP increase), actives largely listed as activators; AID 1471; actives 0.14% (n = 230,000);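 further: % of control where 0% means no effect; nearly all actives have a fitted effect of over 45% in size; toxic huntingtin expression switched on by the ecdysone agonist tebufenozide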
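Rat PC12, Q103 Htt exon1-GFP fusion, ecdysone promoter; tebufenozide inducer 100 nM final; compound titration; qHTS, 1500 cells/well; ATPlite luminescent read.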
GAA inh: inhibitors of human lysosomal alpha-glucosidase; P10253; purified human GAA, 4-MU-alpha-glucoside fluorescence; Potency, µM (highest dose often 76.9 µM), without a hit: at the highest dose activity change, negative = inhibition, usual class: inhibitors; actives 0.005% (n = 200,000);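 further: plate controls were uninhibited enzyme wells for no effect and no-enzyme background for full effect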
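Fluorogenic assay: 4 nM human alpha-glucosidase with 400 uM 4-methylumbelliferyl-alpha-D-pyranoside in 50 mM citrate/phosphate, 0.005% Tween-20, pH 5.0, 20 min at room temperature. Compounds tested up to 77 uM; AC50 from Hill fits.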
aGal spleen mod: alpha-galactosidase A (human) modulation; P06280; human spleen homogenate, 4MU-alpha-Gal fluorescence, 40 min; Potency, µM (highest dose often 80 µM), inactives show at the highest dose activity change, negative = inhibition, hits mostly inhibitors; actives 0.008% (n = 240,000); AID 2107;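 further: 0% = enzyme with vehicle and -100% = no enzyme basal signal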
Target sequence (P06280 32-429 limits assumed): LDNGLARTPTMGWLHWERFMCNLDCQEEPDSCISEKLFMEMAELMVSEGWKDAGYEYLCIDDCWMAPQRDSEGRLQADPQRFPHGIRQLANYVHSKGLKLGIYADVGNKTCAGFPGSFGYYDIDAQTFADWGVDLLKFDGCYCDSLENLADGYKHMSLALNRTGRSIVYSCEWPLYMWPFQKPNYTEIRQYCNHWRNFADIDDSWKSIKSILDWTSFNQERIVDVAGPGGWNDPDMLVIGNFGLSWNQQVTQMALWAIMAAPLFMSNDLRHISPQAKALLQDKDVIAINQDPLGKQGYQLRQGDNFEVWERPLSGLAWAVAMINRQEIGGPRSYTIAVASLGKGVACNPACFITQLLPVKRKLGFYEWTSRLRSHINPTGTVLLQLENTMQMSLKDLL
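Human spleen homogenate (1 ug) as enzyme source, 4-methylumbelliferyl-alpha-D-galactopyranoside 1 mM final, citrate/phosphate pH 5.0 with 0.01% Tween-20. Compounds 40 min at 37C, NaOH/glycine stop; fluorescence Ex 365/Em 440, Hill-fit AC50.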
Tau ThT inhib: blocks human tau fibril formation measured by thioflavin T; AID 1460; Potency, µM (series often up to 57.4 µM), for inactives: at the top dose activity, negative = inhibition, most hits filed as inhibitors; actives 2.1% (n = 270,000); recombinant tau K18 P301L, heparin-induced fibrillization, ThT fluorescence; further: on the % scale 0 is the no-effect control and ±100 the full control effect; nearly all actives have a fitted effect of over 55% in size
Target sequence (P10636 561-689 P618L limits assumed): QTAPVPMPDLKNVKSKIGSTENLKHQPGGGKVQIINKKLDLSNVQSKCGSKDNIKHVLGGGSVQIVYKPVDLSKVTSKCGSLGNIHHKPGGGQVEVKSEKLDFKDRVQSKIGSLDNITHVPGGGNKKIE
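Tau K18 P301L fragment (15 uM unlabeled plus 0.24 uM Alexa 594-labeled) in 100 mM sodium acetate pH 7 with compound, fibrillization induced by 20 uM heparin for 6 hr at 37 C. Thioflavin T (30 uM) added, fluorescence read after 1 hr (ex 450, em 510 nm).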
aGlu spleen mod: inhibits or activates alpha-glucosidase in human spleen homogenate. P10253. human spleen homogenate, 4-MU-alpha-glucoside fluorescence. Potency, µM (doses to about 79.9 µM), inactives show top-dose activity change, negative = inhibition, usual class: inhibitors. actives 0.006% (n = 240,000). AID 2112;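 further: 0% = enzyme with vehicle and -100% = no enzyme basal signal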
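Compounds were titrated against alpha-glucosidase in spleen homogenate at pH 5.0, with 1 mM 4-methylumbelliferyl substrate for 40 min at 37 C. Reactions were quenched with pH 10 NaOH/glycine and fluorescence measured.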
Tau FP inhib: tau fibrillization inhibition (FP); K18 P301L tau heparin fibrillization, Alexa594 FP, 6 h; AID 1468; Potency, µM (top dose mostly 57.7 µM), for inactives: at the top dose activity, negative = inhibition, hits mostly inhibitors; P10636; actives 0.39% (n = 280,000); further: on the % scale 0 is the no-effect control and ±100 the full control effect; nearly all actives have a fitted effect of over 55% in size
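Quantitative HTS format: compounds meet 15 uM recombinant K18 P301L tau and Alexa 594-tau tracer in 100 mM sodium acetate pH 7; 20 uM heparin triggers fibrillization at 37 C over 6 hr; FP gives the signal.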
GAA glycogen mod: alters human alpha-glucosidase cleavage of glycogen | actives 0.38% (n = 300,000) | recombinant GAA, glycogen substrate, Amplex Red glucose oxidase fluorescence | Potency, µM (top dose mostly 76.4 µM), without a hit: at the highest dose activity change, negative = inhibition, actives largely listed as inhibitors | P10253;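 further: 0% = full enzyme reaction and -100% = no-enzyme basal signal; the screen sought inhibitors and activators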
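qHTS, 1536-well; enzyme 4 nM final; cpd up to 77 uM; substrate bovine liver glycogen 30 ug; 50 mM citrate/phosphate pH 5.0, 0.01% Tween-20; 37 C, 40 min; Amplex Red detection 45 min RT; Hill fit → AC50.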
Tau fluor cs: counter-screen for tau fibril formation inhibitors | AID 1463 | Potency, µM (highest dose often 57.7 µM), for inactives: at the top dose activity change, negative = decrease | tau K18 P301L (four-repeat tau fragment) Alexa594 fluorescence, heparin fibrillization | actives 0.93% (n = 280,000); further: on the % scale 0 is the no-effect control and ±100 the full control effect; nearly all actives have a fitted effect of over 55% in size
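Human K18 P301L tau (15 uM unlabeled plus 0.24 uM Alexa 594-labeled, final) in 100 mM sodium acetate pH 7 was mixed with compound and 20 uM heparin and incubated 6 hr at 37 C.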
The depositor's hits bear a star; ? = inconclusive; / = no result given; & = joins results of further samples; [ ] = remark or other dose. The call rests on the fitted dose curve; in most records, active means well fitted curve in the direction sought with a large enough effect; inconclusive means small, poorly fitted or top-dose-only effect, or another doubt; inactive means no such curve, though single readings can be large; an effect the other way counts as inactive or inconclusive. Potency means the concentration at half of the fitted maximal effect.

SMILES | HTT cytoprotect | GAA inh | aGal spleen mod | Tau ThT inhib | aGlu spleen mod | Tau FP inhib | GAA glycogen mod | Tau fluor cs
CC(C)c1nnc(NC(=O)CCC(=O)N2CCN(Cc3ccccc3)CC2)s1 | -1%[0.074 µM] | -22% | -3% | ? | -6% | 0% | 6% | -6%
COc1cccc2cc(C(=O)C3=C(O)C(=O)N(CCCN(C)C)C3c3ccncc3)oc12 (stereo not drawn) | 11% | -10% | 9% | -7% | -5% | -1% | -1% | 0%
Cn1c(SCC(=O)c2ccc(F)cc2)nnc1-c1cnccn1 | 3%[0.074 µM] | -13% | 6% | -6% | 5% | -2% | -6% | 3%
COc1ccc(OC)c(Nc2nc(N)nc(CCl)n2)c1 | -3%[10 µM] | / | 3% | -10% | 3% | 3% | 8% | -12%
CC(C)CNC(=O)CO/N=C/c1ccccc1Cl | -42%[inhibitor] | 9% | -4% | -7% | 1% | -7% | -3% | -7%
Fc1ccc(/C=N/NC(=S)Nc2cccnc2)cc1F | -30% | 6% | -7% | -1% | / | -7% | 6% | -5%
Cn1nc(-c2ccccc2)c2cc(C(=O)O)sc21 | 4%[10 µM] | -6% | 7% | 3% | 3% | -2% | 7% | 2%
Cc1ccc(NC(=O)CSc2nnc(NC(=O)c3ccc(S(=O)(=O)N4CCOCC4)cc3)s2)cc1 | -32%[10 µM] | -6% | 9% | 15% | -7% | -2% | 0% | -2%
CCNC(=O)c1ccc2c(c1)sc1nc(-c3cccc(OC)c3)cn12 | / | / | / | -13% | / | 6% | -4%[76.3 µM] | -4%
Cc1ccc(SCCNC(=O)c2ccc(C)c(S(=O)(=O)Nc3ccccc3C)c2)cc1 | -65%[inhibitor] | -3% | 11% | -3% | 2% | -14% | -3% | ?
Cn1c(C(=O)N2CCCC(C(=O)NCCc3ccccc3)C2)cc2sccc21 (stereo not drawn) | -61%[inhibitor] | -11% | -6% | -4% | -6% | 3% | 17% | 0%
O=C(c1cccc(Cl)c1)N1CCN(Cc2c[nH]c3ccccc23)CC1 | 15%[10 µM] | 9% | 1% | 2% | 0% | 3% | 8% | 4%[2.34 µM]
CCOC(=O)c1sc(NC(=O)c2cccc(S(=O)(=O)N3CCc4ccccc43)c2)c(C#N)c1C | -10%[10 µM] | / | 2% | ? | -1% | 8% | 9% | ?
Cc1ccc(S(=O)(=O)c2nc(-c3ccco3)oc2SCc2ccc(F)cc2)cc1 | / | / | / | -3% | / | ? | -12%[76.3 µM] | ?
CCOC(=O)c1c(-c2ccccc2)oc2ccc(OC(C)C(=O)O)cc12 (stereo not drawn) | ? | / | 4% | -16% | 4% | -1% | 4% | -5%
COc1ccc(S(=O)(=O)N2CCCCC2)cc1NC(=O)CSc1ncnc2ccccc12 | 15%[10 µM] | -3% | -2% | ? | -3% | 1% | -14% | -25%
CCCn1nc2ccccc2c1P(=N)(N1CCOCC1)N1CCOCC1 | 18% | -1% | 9% | -3% | 1% | 3% | -5% | 6%
O=C(/C=C\Nc1ccc2c(c1)OCO2)c1ccccn1 | -55%[inhibitor] | 8% | 4% | ? | -3% | -9% | -4% | -11%
CCN(CC)Cc1cc2[nH]c3c4ccc(Cl)cc4ncc3c2cc1OC | 7%[10 µM] | / | 5% | ? | 7% | -16% | -9% | -23%
O=C(CSc1nnc(Cc2ccccc2)o1)Nc1ccccc1 | 6%[10 µM] | 6% | 10% | -6% | 3% | -13% | -8% | -11%
CN1N=C(C(=O)N2CCN(c3ccc([N+](=O)[O-])cc3)CC2)CCC1=O | / | -11% | 2% | ? | -4% | -6% | -8% | -1%
O=C(Cn1c(=O)sc2ccccc21)Nc1ccccc1 | -6% | -7% | 7% | 0% | 2% | 11% | -4% | 4%
COC(=O)Cn1nc(-c2ccc(C)c(S(=O)(=O)N(C)C)c2)c2ccccc2c1=O | 8% | -2% | 0% | -3% | -2% | -5% | 6% | -10%
COc1ccc2oc(-c3ccc(C)c(NC(=O)c4ccc(N5CCCCC5)c([N+](=O)[O-])c4)c3)nc2c1 | / | / | / | -17% | / | ? | 11%[76.3 µM] | -20%
O=c1cc(-c2ccc(O)cc2)oc2cc(O)c(C3OC(CO)C(O)C(O)C3O)c(O)c12 (stereo not drawn) | 15%[10 µM] | / | -2% | -3% | 1% | -12% | ? | -13%
O=C(NCCCn1ccnc1)c1cccc(S(=O)(=O)NCc2ccccc2)c1 | -54%[inhibitor] | 4% | -2% | -1% | -6% | -14% | 3% | -5%
COc1cc(/C=N/NC(=O)CCn2c3ccccc3c3ccccc32)ccc1O | -5%[10 µM] | ? | 0% | ? | 3% | 10% | ? | 25µM*[quencher]
Cc1cccnc1NC(=O)/C=C/c1ccc2c(c1)OCO2 | 0%[10 µM] | 4% | -2% | -10% | -7% | 7% | 12% | 1%
N#Cc1c2n(c3c(=O)[nH]cnc13)CCCC2 | 12% | 3% | -20% | 4% | -14% | -7% | -13% | 4%
COc1ccc(NC(=O)C2CCN(Cc3cnn(-c4ccccc4)c3-n3cccc3)CC2)cc1OC | -26% | -11% | -1% | 4% | -6% | 7% | 1% | -12%
Cn1cccc1CC(=O)N/N=C/c1ccc([N+](=O)[O-])cc1 | -4%[10 µM] | -8% | -5% | ? | -3% | -2% | -8% | -22%
Nc1ccc(S(=O)(=O)Nc2nc(-c3ccccc3)cc(-c3ccccc3)n2)cc1 | -5%[10 µM] | / | 5% | / | 3% | ? | 1% | -19%
O=C(COc1cccnc1[N+](=O)[O-])Nc1cccc(S(=O)(=O)N2CCCCC2)c1 | -5%[1.9 µM] | -12% | 3% | -3% | -16% | 5% | -10% | -28%
CCN1CCN(C(=O)/C=C\C(=O)O)CC1 | 19% | -1% | 7% | -7% | 5% | -3% | 9% | -8%
O=C(c1ccccc1)N(CCN1CCOCC1)C1(C(=O)Nc2ccccc2)CCCCC1 | -13% | 4% | -2% | -9% | -2% | 2% | -4% | 5%
COc1ccc(NC(=O)Cn2nnc(C(=O)Nc3ccccc3C)c2N)cc1 | -47%[inhibitor] | -3% | -6% | -7% | 1% | -2% | -7% | -3%
COC(=O)c1ccc(C23CC4(C2)[C@H](CN(Cc2ccc(C(F)(F)F)cc2)[C@@H]4c2ccccc2)C3c2ccc(Cl)nc2)cc1 (stereo partly drawn) | -19% | / | 0%&1% | -6%&-3% | -1%&3% | -5%&1% | 5% | 0%&11%
Clc1ccccc1OCc1nc(-c2ccc(Br)o2)no1 | -15% | -10% | 3% | -4% | -1% | 3% | -23% | 1%
CN1CCN(C(=O)Cn2c(C(F)(F)F)nc3ccccc32)CC1 | 8% | -3% | 5% | -6% | 1% | ? | 4% | 1%
CCn1c(SCC#N)nc2ccccc2c1=O | 23%[10 µM] | / | -1% | -20% | -4% | -9% | 1% | -18%
CN(C(=O)c1ccc(OC2CCN(CCc3ccccc3)CC2)cc1)C1CCCCC1 | -1%[10 µM] | 11% | -1% | -4% | 1% | 9% | 6% | 4%
CCC(=O)N1CCc2cc(S(=O)(=O)NCCC(=O)Nc3ccc(OC)c(OC)c3)ccc21 | / | / | / | -4% | / | 2% | 16%[76.3 µM] | -6%
C=CCOc1ccccc1/C=N/NC(=O)c1ccc(Cl)cc1Cl | 17%[10 µM] | ? | 6% | -13% | 4% | -2% | -1% | -13%
O=[N+]([O-])c1cc(Cl)cc(/C=N/NC(=S)Nc2cc(S(=O)(=O)N3CCOCC3)ccc2Cl)c1O | 2%[10 µM] | ? | -2% | 3.2µM* | -8% | -21% | -3% | 8.9µM*[quencher]
COc1ccc(CCNS(=O)(=O)c2cc(/C=C/C(=O)O)ccc2C)cc1OC | / | 9% | -11% | -2% | -5% | -8% | 13% | -2%
Cc1ccc(-c2nc3ccccn3c2Nc2ccccc2)o1 | -4%[10 µM] | 7% | 30% | ? | 9% | 15% | 7.9µM* | -22%
O=C(COC(=O)c1ccc(CNS(=O)(=O)c2ccc(F)c(Cl)c2)cc1)NC1CCCCCCC1 | 32%[10 µM] | -6% | -3% | 5% | -3% | -2% | -2% | -6%
O=C(CCS(=O)(=O)c1ccccc1)NC12CC3CC(CC(C3)C1)C2 | -17% | -2% | 12% | -1% | 8% | -2% | 5% | -3%
Cc1ccc(NC(=O)COc2cccnc2[N+](=O)[O-])cc1S(=O)(=O)N1CCCCC1 | 4%[10 µM] | -10% | -3% | -16% | -10% | -2% | 2% | ?
CCc1cc2c(=O)[nH]c(-c3ccccn3)nc2s1 | -61%[inhibitor][10 µM] | 1% | -1% | ? | -2% | -1% | 2% | -13%
COc1cc(C(=O)O/N=C2\CCCc3c2ccc(OC)c3[N+](=O)[O-])cc(OC)c1OC | -6% | 0% | 3% | -11% | 7% | -6% | 3% | -7%
CC(C)OC(=O)[C@@H]1C=C[C@H](C)[C@@H](CCCCOCc2ccccc2)O1 | -8% | / | -7% | -1% | 0% | -14% | / | -15%
C=C1C2(C(=O)NCc3ccco3)CCC(C2)C1(C)C (stereo not drawn) | 5%[10 µM] | -3% | 4% | -4% | 3% | 9% | 5% | 3%
Cc1cccc(-n2c(C)cc(C=C3C(=O)c4ccccc4C3=O)c2C)c1 | 5% | -6% | -8% | ? | -13% | -2% | 8% | -29%
CC(=O)Nc1sc2c(c1C(c1ccccn1)N1CCCC1)CCCC2 (stereo not drawn) | 3%[10 µM] | 1% | ? | -9% | -25% | -12% | -2% | -5%

Pulled one by one from above, two records:
SMILES | HTT cytoprotect | GAA inh | aGal spleen mod | Tau ThT inhib | aGlu spleen mod | Tau FP inhib | GAA glycogen mod | Tau fluor cs
Cc1ccc(-c2nc3ccccn3c2Nc2ccccc2)o1 | -4%[10 µM] | 7% | 30% | ? | 9% | 15% | 7.9µM* | -22%
C=C1C2(C(=O)NCc3ccco3)CCC(C2)C1(C)C (stereo not drawn) | 5%[10 µM] | -3% | 4% | -4% | 3% | 9% | 5% | 3%

Quoted from the listing.
Value for CC(=O)Nc1sc2c(c1C(c1ccccn1)N1CCCC1)CCCC2 (stereo not drawn) under Tau FP inhib: -12%
Value for CC(C)OC(=O)[C@@H]1C=C[C@H](C)[C@@H](CCCCOCc2ccccc2)O1 under Tau fluor cs: -15%
